# Screening data from PubChem.
# DTT redox prof: compounds producing H2O2 with reducing agent – biochemical, NIH compound library profiling, artefact control for MLSCN library redox annotation, primary screen. DTT-dependent redox cycling H2O2, phenol red/HRP absorbance; 100% = 100 µM peroxide control, 0% = buffer. activation, % at 10 µM. hit rate 0.03% among 200,000. AID 878, 2007;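 active means activation of at least 50% relative to the plate's high and low controls in the primary single-dose screen; inactive means activation below 50%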;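 further: compound incubated with DTT at 0.8 mM final as the reducing agent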
# STAT1 act: STAT1 signaling activators, primary screen, cell-based, HTS, luciferase reporter; NIH 3T3 STAT1-luciferase reporter, IFN-gamma, luminescence; 100% = IFN-gamma alone, no compound; activation (% of control), % at 5.5 µM; hit rate 2.6% among 200,000; AID 932, 2007;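 active means activation above the screen-wide mean activation plus 3 SD, cut at about 130% in these data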;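 further: raw ratio to IFN-gamma control signal so 100% means no change and 0% no light; values of inactives mirror those of a sister screen read the other way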
# APP 5'UTR act: activators of APP 5'UTR luciferase reporter, primary screen, SH-SY5Y cells. activation, % at 2 µM. AID 1276, 2008. hit rate 1% among 190,000. SH-SY5Y APP 5'UTR luciferase reporter, luminescence; zero percent = DMSO vehicle wells;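 active means activation above a set limit, based on mean plus 3 SD of controls, cut at about 140% in these data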; further: values of inactives mirror those of a sister screen read the other way
# G6PDH counter: L. mesenteroides G6PDH inhibitors, counter-screen for G6PDH-coupled screening assays, biochemical, Leuconostoc mesenteroides enzyme | glucose-6-phosphate dehydrogenase [Leuconostoc mesenteroides] | Purified L. mesenteroides G6PDH, diaphorase/resazurin coupled fluorescence, 45 min | inhibition, % at 5 µM | hit rate 0.12% among 200,000; in the data active means inhibition above about 50%
# FLuc stim CS: FLuc activators, initial screening, artefact control for FLuc-dependent activation tests, biochemical, ATPlite luminescence | 200,000 tested, under 10 active | activation factor at 10 µM | ATPlite luciferase biochemical, 10 min; 0 = ATP-free wells, 1 = DMSO control;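 active means luciferase activation factor, scaled between plate controls, of at least 2 with compound at 10 µM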
# Target sequence (P08659 whole entry, looked up): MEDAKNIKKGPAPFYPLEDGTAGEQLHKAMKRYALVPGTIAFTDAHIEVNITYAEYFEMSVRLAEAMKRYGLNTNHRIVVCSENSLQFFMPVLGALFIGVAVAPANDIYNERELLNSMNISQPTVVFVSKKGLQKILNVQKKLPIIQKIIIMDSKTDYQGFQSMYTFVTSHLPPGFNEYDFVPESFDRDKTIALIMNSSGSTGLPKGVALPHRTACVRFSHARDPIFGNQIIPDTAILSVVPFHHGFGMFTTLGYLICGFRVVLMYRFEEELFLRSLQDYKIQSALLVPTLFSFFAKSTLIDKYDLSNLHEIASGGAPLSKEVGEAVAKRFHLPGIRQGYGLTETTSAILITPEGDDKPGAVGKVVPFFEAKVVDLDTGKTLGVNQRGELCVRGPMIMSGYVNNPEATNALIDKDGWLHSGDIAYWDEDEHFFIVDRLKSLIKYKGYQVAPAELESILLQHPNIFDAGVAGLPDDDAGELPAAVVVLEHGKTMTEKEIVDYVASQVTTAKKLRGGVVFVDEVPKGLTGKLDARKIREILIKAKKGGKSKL
#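 Assay system: Luciferase/luciferin detection reagent, cell-free biochemical luciferase assay / Read-out: luciferase activation / Benchmarks: No-ATP low control, compound-free enzyme-plus-ATP high control / Medium: PBS buffer for ATP / Detection: luminescence measurement of luciferase light output / Schedule: 10 min at ambient temperature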
# Efa HMGR inh: inhibitors of E. faecalis class II HMGR, primary screen, biochemical, Enterococcus faecalis; purified E. faecalis HMGR, NADPH absorbance 340 nm kinetic; inhibition, % at 10 µM; hit rate 0.41% among 190,000; AID 1066, 2008;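 active means inhibition above a set limit, the median over all tested compounds plus 3 SD, cut at about 9.5% in these data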;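 further: enzyme runs in reverse so mevalonate oxidation gives rising NADPH absorbance; 0% = complete reaction with DMSO and 100% = background rate lacking mevalonate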
# FLuc inhib CS: firefly luciferase enzyme inhibitors, primary screen, artefact control for luciferase-based inhibitor screens, biochemical, luminescence, ATPLite; hit rate 1.5% among 200,000; Luciferin 4-monooxygenase (Photinus pyralis), P08659; inhibition, % at 10 µM; 10 min;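 active means inhibition above about 50% when tested at 10 µM, limit read from the data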
# NF-kB expr up: activators of NF-kB expression in neurons, primary screen, cell-based, HTS; fold change at 12.5 µM; hit rate 1.6% among 190,000; human neuronal cells, NF-kB reporter expression; active compounds read high; in the data active means fold change above about 3.3
# APP transl inh: inhibitors of APP translation via 5'UTR reporter, primary screen, APP 5'UTR luciferase, SH-SY5Y cells. hit rate 0.82% among 190,000. SH-SY5Y APP 5'UTR-luciferase reporter, luminescence. inhibition, % at 2 µM;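 active means inhibition above a set limit, derived from the sample mean plus 3 SD, cut at about 45% in these data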; further: values of inactives mirror those of a sister screen read the other way
# Hsp70 activator: Hsp70 transcriptional activators, primary screen, cell-based, HeLa, Hsp70 promoter luciferase, luminescence, 10 µM | HeLa Hsp70 promoter luciferase reporter; scaled: vehicle 0, proteasome-inhibitor control 100% | activation, % at 10 µM | hit rate 0.04% among 200,000 | AID 1203, 2008;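 active means activation above the mean across all tested compounds plus 3 SD, cutoff set per campaign, cut at about 5.5% in these data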;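 further: 100% = MG132 at 30 µM as the positive control and 0% = DMSO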
# Active calls of the source: *.
SMILES	DTT redox prof	STAT1 act	APP 5'UTR act	G6PDH counter	FLuc stim CS	Efa HMGR inh	FLuc inhib CS	NF-kB expr up	APP transl inh	Hsp70 activator
CCN(C(=O)COC(=O)C(Cc1ccccc1)N1C(=O)c2ccccc2C1=O)C1CCS(=O)(=O)C1 (centres undefined)	0.5	99	-1	17	1	6	-1	1.1	1	0.0
Cc1ccc2[nH]c(=O)c(CN(CC3COCCO3)C(=O)Nc3ccccc3F)cc2c1 (centres undefined)	0.1	97	-1	6	1	-4	-4	0.92	1	-0.2
Cc1ccc(C(=O)CSc2nnc(COc3cccc4cccnc34)o2)cc1	1.8	97	-2	5	0.9	-4	9	0.75	2	-0.1
CC1CC(C)(C)NC(=S)N1CCC(=O)N1CCN(c2ccccc2)CC1 (centres undefined)	-0.8	100	14	11	1	-1	3	0.97	-14	0.4
COc1cccc(OCCNC(=O)Nc2cc(F)c(F)cc2Cl)c1	0.7	100	9	-2	1.1	-4	-6	0.93	-9	0.5
Oc1ccc(/C=N\Nc2cc(N3CCOCC3)nc(N3CCOCC3)n2)c(O)c1	0.0	112	-3	38	1	-7	2	0.53	3	-0.1
COc1ccc(Cl)cc1NC(=O)CN1c2ccccc2CC1C (centres undefined)	-0.1	87	6	2	1.1	-3	-7	1.1	-6	-0.2
COc1ccc(OCCOCCN2CCc3ccccc3C2)cc1	-0.1	92	3	1	1.1	-3	-6	0.96	-3	-0.3
O=C(NCCCl)c1ccc(OCc2ccccc2)cc1Cl	-1.0	127	-17	3	0.9	-6	8	1.5	17	-0.3
Cn1c2c(c(=O)n(C)c1=O)C(c1ccc(O)cc1)Nc1ccccc1O2 (centres undefined)	0.1	104	-8	1	1	0	-4	0.98	8	0.1
CCc1sc(C(=O)Nc2ccc(F)cc2C)cc1C	-0.1	106	-5	-8	0.9	-6	6	1.5	5	0.1
Cc1ccc(Sc2ccc(C(=O)NC(C)C)cc2[N+](=O)[O-])cc1	1.9	106	2	4	1	4	-4	1.2	-2	-0.3
CCCNC(=O)OC[C@H]1O[C@H](CCO/N=C/[C@@H](OC)[C@H](C)/C=C/CC(=O)OC)C=C[C@@H]1Oc1ccc(OC)cc1	0.3	93	13	10	1	0	-3	0.73	-13	-0.4
Cc1cc(C)c(OCC(=O)NCC2CCCO2)c(C)c1 (centres undefined)	-0.4	105	4	9	1	-2	-2	1.2	-4	-0.3
CC(=O)N1CCN(CC(=O)c2ccc(Br)cc2)CC1	-0.1	95	11	0	1	-2	-3	1.3	-11	-0.4
CC(C)OC(=O)c1ccc(NC(=O)Cn2c(-c3nonc3N)nc3ccccc32)cc1	3.0	95	-4	3	1.1	-1	-11	1.3	4	-0.2
CC(=O)Nc1ccc(NC(=O)C2c3ccccc3Oc3ccccc32)cc1	0.3	102	38	3	1	1	0	0.98	-38	-0.2
CCN1CCN(C(=O)c2ccc(CN(c3ccccc3)S(=O)(=O)c3ccccc3)cc2)CC1	-0.2	104	16	17	1	-4	2	0.82	-16	-0.4
Cc1ccc(S(=O)(=O)N2CCN(C(=O)CC(C)(C)C)CC2)cc1	0.0	93	-22	7	1	0	-3	1.1	22	0.0
O=C(O)CSC1c2ccccc2C(=O)N1c1ccccc1 (centres undefined)	1.2	101	0	1	1.1	0	-6	1	0	-0.4
COc1ccc(Nc2nnc(-c3ccc(N4CCOCC4)c([N+](=O)[O-])c3)c3ccccc23)cc1	-7.7	99	2	2	1	-1	-3	0.61	-2	0.3
O=C1NC(=O)C2(COC3(CCCC3)OC2)S1	2.2	98	10	-4	1.1	3	-5	1.1	-10	28*
CCOC(=O)c1ccc(NC(=O)NCc2ccccc2)cc1	0.5	104	-2	0	1.1	-5	-6	1.3	2	-0.5
CCN(CC(=O)NCc1cccs1)C(=O)c1ccccc1Cl	-0.1	97	-18	4	1	0	-1	1.1	18	0.0
c1ccc(CSc2nnnn2-c2ccccc2)cc1	0.1	97	6	-4	1	-3	-1	1.3	-6	-0.2
COC(=O)CCC(=O)Nc1cccc2c(NC(=O)CCC(=O)OC)cccc12	-1.1	103	10	6	1	-10	-4	1.6	-10	-0.1
CCOc1ccc(NS(=O)(=O)c2cc(NC(=O)c3ccc(C)cc3)ccc2Cl)cc1	0.1	108	-87	-1	1.1	-1	-10	1	87*	-0.2
COc1ccccc1OCCOCCOc1ccccc1Cl	0.1	104	-4	-5	1	-4	-2	1.5	4	-0.2
C/C(=N\NC(=O)C1CC1)c1ccc(N2CCOCC2)cc1	-0.5	107	7	2	1	-6	-2	1.2	-7	-0.2
COc1nc(C#N)nc(N(C)C)n1	-1.5	94	-30	2	1.1	-1	-6	1.1	30	0.0
COc1ccc(Cn2nnnc2C(c2cccs2)N2CCSCC2)cc1 (centres undefined)	-4.0	89	-3	5	1.1	1	-8	1	3	0.2
Cc1c(NC(=O)CN2C(=O)c3ccccc3S2(=O)=O)c(=O)n(-c2ccccc2)n1C	1.7	101	5	6	1.1	-15	-5	1.2	-5	-0.5
CC(C)(C)n1nnnc1C(c1ccc(C#N)cc1)N1CCCC2(CCCCC2)C1 (centres undefined)	-0.6	104	0	-2	1.1	-2	-11	0.82	0	3.1
COc1ccc(C)cc1NC(=O)c1nnn(Cc2cccc(C(F)(F)F)c2)c1N	0.2	89	-1	5	1	0	3	1.2	1	-0.1
CCOc1ccccc1CNC(=O)Cn1c(=O)oc2ccccc21	-0.8	104	7	3	1.1	-8	-8	1.1	-7	-0.2
COC(=O)c1ccc(NC(=O)CC2C(=O)N(c3ccc(C)cc3)C(=O)N2CC(C)C)cc1 (centres undefined)	0.0	99	-23	13	1	-2	-4	1.2	23	-0.3
COc1ccc(C2(CCN)CC(C)N(C)CC2C)cc1 (centres undefined)	1.2	98	-13	8	1	-6	-5	1.1	13	0.0
O=C(Nc1ccc(Oc2cccnc2)cc1)c1ccccc1Cl	0.2	106	-5	2	1	-9	4	1.5	5	-0.2
CCOC(=O)c1cnc(SCC(=O)c2ccc(C)cc2)nc1N	-0.3	103	12	-6	1	-3	-3	1.3	-12	-0.2
O=C(Nc1c2c(nn1-c1ccc(F)cc1)CS(=O)C2)C12CC3CC(CC(C3)C1)C2 (centres undefined)	2.7	104	-12	1	1.1	-3	-6	1.3	12	0.1

# Structural class, the entries above with a thiophene ring, fused or not
SMILES	DTT redox prof	STAT1 act	APP 5'UTR act	G6PDH counter	FLuc stim CS	Efa HMGR inh	FLuc inhib CS	NF-kB expr up	APP transl inh	Hsp70 activator
CCc1sc(C(=O)Nc2ccc(F)cc2C)cc1C	-0.1	106	-5	-8	0.9	-6	6	1.5	5	0.1
CCN(CC(=O)NCc1cccs1)C(=O)c1ccccc1Cl	-0.1	97	-18	4	1	0	-1	1.1	18	0.0
COc1ccc(Cn2nnnc2C(c2cccs2)N2CCSCC2)cc1 (centres undefined)	-4.0	89	-3	5	1.1	1	-8	1	3	0.2

# The list continues.
SMILES	DTT redox prof	STAT1 act	APP 5'UTR act	G6PDH counter	FLuc stim CS	Efa HMGR inh	FLuc inhib CS	NF-kB expr up	APP transl inh	Hsp70 activator
COc1ccc(N(CC(=O)NCc2ccc(Cl)cc2)S(=O)(=O)c2ccccc2[N+](=O)[O-])c(OC)c1	-0.8	94	10	12	1	-6	-4	0.76	-10	-0.4
CCCCOc1cccc(-c2cc(C(=O)NNC(=S)NCC)c3ccccc3n2)c1	0.1	103	-7	-1	0.7	-3	33	1	7	-0.3
O=Cc1ccc(-c2ccc(F)cc2)o1	-0.5	110	5	1	1	-3	-2	1.1	-5	-0.1
O=C(c1ccc(Cl)c(Cl)c1)N1CCC(=O)N(C(COCc2cccc(C(F)(F)F)c2)Cc2ccccc2)CC1 (centres undefined)	-0.2	99	13	25	1	0	3	1.1	-13	-0.2
COc1ccc(CCNC(=O)c2ccc(CS(=O)(=O)c3ccc(Br)cc3)o2)cc1OC	-0.3	85	-2	0	1.1	2	-10	0.63	2	-0.4
COc1ccc(NC(=O)C2CCCN(c3nc(C)cc(C)n3)C2)cc1 (centres undefined)	0.0	104	-3	15	1	-3	-2	0.95	3	-0.4
CC1C(=O)NN=C1C(=O)N/N=C/c1cccs1 (centres undefined)	0.1	108	21	-1	0.9	1	9	1.2	-22	-0.2
CCOC(=O)C1CCCN(C(=O)C2CC(=O)N(c3ccc(C)cc3)C2)C1 (centres undefined)	15	94	17	-2	1	-2	-4	0.95	-17	-0.2
COc1ccc(-n2cnnc2SCc2cnc(-c3ccccc3)s2)cc1	1.2	110	0	7	1.1	-3	-9	1	0	0.1
Cc1ccc(S(=O)(=O)c2c(N)n(/N=C/c3ccco3)c3nc4ccccc4nc23)cc1	0.2	101	-2	-17	1.1	2	-8	1.1	2	1.8
CC(C)c1ccc(/C=C/C(=O)Nc2nn[nH]n2)cc1	-0.8	107	-9	7	1	1	0	1.1	9	-0.3
COc1ccc(N)c2c1OCCC2=O	-0.6	86	6	25	1	-2	-3	1.1	-6	0.0
COc1ccc(N2CCN(C(=O)CN(c3ccccc3)S(=O)(=O)c3ccc(OC)cc3)CC2)cc1	-0.3	102	3	-2	1	9	-3	0.71	-2	-0.4
Cc1ccc(C(NC(=O)N2CCN(C)CC2)C(Cl)Cl)cc1F (centres undefined)	0.1	102	4	18	1.1	-6	-8	1.2	-4	-0.3
Cc1ccc(C)c(NC(=O)Cn2nc([N+](=O)[O-])c(Br)c2C)c1	0.7	107	-1	9	1.1	2	-8	1.1	1	-0.3
CC(=O)c1cc(NC(=O)c2ccc(C)cc2)c(=O)oc1/C=C/N(C)C	2.3	99	59	-56	0.7	-1	30	1	-59	0.3
O=C(O)C1C2C=CC(C2)C1C(=O)NCCC1=CCCCC1 (centres undefined)	1.1	108	7	3	1	-8	-4	1.3	-7	-0.4
COc1ccc2[nH]c(=O)c(CN(C(C)=O)c3cccc(C)c3)cc2c1	-0.1	106	-7	7	1	-5	-4	0.93	7	-0.3
CSCC[C@H](NC(=O)NCc1cccs1)C(=O)O	-0.6	94	10	4	1	-1	-4	1.1	-10	-0.4
COc1cc(-c2noc(-c3ccccc3C(=O)NCc3ccco3)n2)cc(OC)c1OC	-2.8	97	4	-15	1	-2	-4	0.43	-4	0.1
Cc1nc2ccc(NC(=O)c3ccc(Cl)c([N+](=O)[O-])c3)cc2s1	0.8	102	1	-35	1	-7	3	1.1	-1	-0.5
O=C(OCc1csc(-c2ccccc2)n1)c1cccs1	2.2	152*	17	-2	0.6	-3	44	3	-17	-0.2
